Screening results from PubChem.
HCV inhibitor = qHTS Assay for Inhibitors of Hepatitis C Virus (HCV). Huh7.5.1 HCVcc-Cre infection, luciferase reporter, 44 h. AID 651820, 2012. actives 3.4% (n = 340,000). Potency, µM (highest dose often 41.8 µM), without a hit: top-dose activity change, negative = inhibition, hits mostly inhibitors; note: potency is the fitted concentration of half-maximal effect
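Infectious HCV cell culture screen: compound-treated cells (1,000/well, pre-plated 4 h) are infected with HCVcc-Cre at roughly 0.5 moi and grown 44 h. Infection is quantified by luciferase signal after 15 min substrate incubation at room temperature.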
HCMV antiviral = qHTS Assay for inhibitors of the human cytomegalovirus (HCMV). AID 1259415, 2018. actives 4.5% (n = 410,000). HFF cells, HCMV-luciferase reporter, 72 h; stronger effect = lower value. activity change, negative = inhibition, % at 57.5 µM; in the data active = activity change below about -60%; inconclusive = no clear call, values can overlap the other calls; inactive = above about -39%
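Compounds were evaluated in HFFs infected with an HCMV luciferase reporter virus (MOI 1 PFU/cell). Luciferase in lysates collected 72 h post infection served as the replication measure.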
Sm TGR block = qHTS Assay for the Inhibitors of Schistosoma Mansoni Peroxiredoxins | Schistosoma mansoni thioredoxin glutathione reductase (TGR), Q962Y6 | purified TGR, DTNB reduction, TNB absorbance 405 nm | Potency, µM (series often up to 114 µM), for the others: at the highest dose activity change, negative = inhibition, hits mostly inhibitors | actives 3% (n = 360,000) | AID 485364, 2010; note: potency is the fitted concentration of half-maximal effect; nearly all actives have a fitted effect of over 60% in size
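TGR 20 nM + NADPH 100 uM (dispensed conc.), cpd preinc 15 min RT; start with NADPH (500 uM addition) then DTNB (15 mM addition). Kinetic TNB absorbance, 405 nm filter. Four-parameter Hill fit across titration.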
AmpC no deterg = qHTS Inhibitors of AmpC Beta-Lactamase (assay without detergent). P00811. AmpC nitrocefin hydrolysis, absorbance 480 nm, 0.0001% Triton. Potency, µM (doses to about 57.1 µM), without a hit: at the top dose activity change, negative = inhibition, actives largely listed as inhibitors. actives 0.52% (n = 330,000);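 note: potency is the fitted concentration of half-maximal effect; plate controls were no compound for no effect and no enzyme for full effect; nearly all actives have a fitted effect of over 20% in size; some results filed as inactive show a strong effect at the top dose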
Target sequence (P00811 whole entry, looked up): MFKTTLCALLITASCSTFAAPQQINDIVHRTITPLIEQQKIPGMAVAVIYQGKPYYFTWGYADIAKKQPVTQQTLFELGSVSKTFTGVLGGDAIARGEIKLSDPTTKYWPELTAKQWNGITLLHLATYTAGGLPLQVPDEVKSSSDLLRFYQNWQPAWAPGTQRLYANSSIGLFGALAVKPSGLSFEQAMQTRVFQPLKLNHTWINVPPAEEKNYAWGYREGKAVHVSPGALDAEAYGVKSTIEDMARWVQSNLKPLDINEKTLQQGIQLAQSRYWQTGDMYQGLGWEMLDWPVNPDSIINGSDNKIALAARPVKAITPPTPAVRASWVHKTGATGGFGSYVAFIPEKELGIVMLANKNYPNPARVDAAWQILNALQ
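AmpC (5.3 nM in the dispensed reagent) in 20 mM phosphate pH 7.0 with 0.01% (detergent screen) or 0.0001% Triton X-100 was preincubated with compounds for 15 min at room temperature. Nitrocefin was then added from an 800 uM solution, and hydrolysis was followed at 480 nm.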
AmpC inh detg = qHTS Inhibitors of AmpC Beta-Lactamase (assay with detergent). P00811. Potency, µM (titrated, usually from 114 µM), without a hit: at the highest dose activity change, negative = inhibition, most hits filed as inhibitors. AmpC hydrolysis of nitrocefin, absorbance 480 nm, 0.01% Triton. actives 0.041% (n = 370,000);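 note: potency is the fitted concentration of half-maximal effect; 0% = no-compound wells and -100% = no-enzyme wells; nearly all actives have a fitted effect of over 25% in size; some results filed as inactive show a strong effect at the top dose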
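20 mM phosphate pH 7.0 + 0.01% (detergent screen) or 0.0001% Triton X-100; 5.3 nM AmpC reagent; cpd preinc 15 min RT; nitrocefin (800 uM stock) to start; A480 q20 s × 4 min; Activity was normalised to no-enzyme and no-compound control wells.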
FBPA Giardia inh = qHTS Assay for Inhibitors of Fructose-1,6-bisphosphate Aldolase from Giardia Lamblia. A8B2U2. purified Giardia FBPA. Potency, µM (series often up to 59.6 µM), for the others: at the highest dose activity, negative = inhibition, hits mostly inhibitors. actives 0.71% (n = 290,000); note: potency is the fitted concentration of half-maximal effect; nearly all actives have a fitted effect of over 55% in size
Target sequence (A8B2U2 whole entry, looked up): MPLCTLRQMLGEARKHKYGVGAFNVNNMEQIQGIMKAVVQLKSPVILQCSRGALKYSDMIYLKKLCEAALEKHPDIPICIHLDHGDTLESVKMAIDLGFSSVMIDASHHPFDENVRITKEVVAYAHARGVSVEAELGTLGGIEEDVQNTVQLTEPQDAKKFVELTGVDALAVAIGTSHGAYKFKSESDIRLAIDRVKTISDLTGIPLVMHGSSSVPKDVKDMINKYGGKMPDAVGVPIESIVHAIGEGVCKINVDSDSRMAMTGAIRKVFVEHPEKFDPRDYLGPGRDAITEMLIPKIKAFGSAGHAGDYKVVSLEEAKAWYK
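Giardia FBPA (40 nM reagent) was preincubated 10 min at RT with compound (up to 57.5 uM final), then substrate plus GAPDH/TPI/NAD/arsenate coupling system with diaphorase/resazurin was added; resorufin fluorescence (525/598 nm) was read after 20 min.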
The depositor's hits bear a star; [ ] = remark or other dose. Unless noted, calls come from the whole dose curve; as a rule, active = well fitted curve in the direction sought with a large enough effect; inconclusive = small, poorly fitted or top-dose-only effect, or another doubt; inactive = no such curve, though single readings can be large; an effect the other way counts as inactive or inconclusive. Unless noted, % is set by controls: 0 for no effect and ±100 for the full control effect.

For COc1cc(CN2CCN(c3ccc(C)cc3)CC2)cc([N+](=O)[O-])c1O the results were HCV inhibitor 8%, HCMV antiviral -10, Sm TGR block 10%, AmpC no deterg -8%, AmpC inh detg 2% and FBPA Giardia inh 6%.
`COc1ccc(C)cc1S(=O)(=O)N1CCC(C(=O)NC2CCCC2)CC1` gave HCV inhibitor 32%[activator], HCMV antiviral -4, Sm TGR block -6%, AmpC no deterg 5% and AmpC inh detg -5%.
Screening C=CCn1c(SCc2c(C(=O)OC)sc(N)c2C(=O)OC)nnc1-c1ccc(Cl)cc1 returned HCV inhibitor inconclusive, HCMV antiviral -14, Sm TGR block -1%, AmpC no deterg -14%, AmpC inh detg -3% and FBPA Giardia inh 9%.
Cc1nn(CCc2n[nH]c(=S)n2-c2ccc(F)cc2)c(C)c1[N+](=O)[O-] was read as HCV inhibitor 6%, HCMV antiviral 13, Sm TGR block -7%, AmpC no deterg -10%, AmpC inh detg -2% and FBPA Giardia inh -9%.
For CC1=NNC(=O)C1CCC(=O)N/N=C/C=C/c1ccccc1 (stereo unspecified) the results were HCV inhibitor 6%, HCMV antiviral 16, Sm TGR block 3%, AmpC no deterg -9%, AmpC inh detg 0% and FBPA Giardia inh 9%.
Screening CCc1ccc(-c2nc(SCC(=O)N(C)C3CCS(=O)(=O)C3)n[nH]2)cc1 (stereo unspecified) returned HCV inhibitor -5%, HCMV antiviral 40, Sm TGR block 6%, AmpC no deterg -10% and AmpC inh detg -14%.
CC1CCN(c2nc3ccc(C(=O)NCc4ccccc4)cc3s2)CC1 was read as HCMV antiviral 40, Sm TGR block 15% and AmpC inh detg 15%.
`COC(=O)c1ccccc1OCCOCCOc1cccc2ccc(C)nc12` gave HCV inhibitor 3%, HCMV antiviral 28, Sm TGR block 1%, AmpC no deterg 93%[activator], AmpC inh detg -2% and FBPA Giardia inh 0%.
CCOc1ccccc1C1C(C(=O)Nc2ccccc2OC)=C(C)Nc2nc3ccccc3n21 (stereo unspecified) was read as HCMV antiviral 13, Sm TGR block 7% and AmpC inh detg -3%.
Screening CCc1ccccc1NC(=O)CCN1C(=O)c2ccccc2C1=O returned HCV inhibitor 9%, HCMV antiviral -16, Sm TGR block -20%, AmpC no deterg -8%, AmpC inh detg 1% and FBPA Giardia inh 1%.
Screening Cc1cc(N2CCOCC2)c(F)cc1C(=O)c1ccccc1 returned HCV inhibitor 9%, HCMV antiviral 39, Sm TGR block -25%, AmpC no deterg 14%, AmpC inh detg -3% and FBPA Giardia inh 5%.
For Cc1ccc(C(=O)NCc2ccc(F)cc2)cc1NC(=O)c1nsc2ccccc12 the results were HCMV antiviral -14, Sm TGR block 1% and AmpC inh detg 14%.
Cc1c(/C(O)=C2\C(=O)C(=O)N(CCCN(C)C)C2c2ccncc2)cnn1-c1ccccc1 (stereo unspecified) was read as Sm TGR block 1%, AmpC no deterg 165%[activator], AmpC inh detg -18% and FBPA Giardia inh 6%.
For O=C(O)COCC(=O)Nc1ccc(-n2cnnn2)cc1 the results were HCV inhibitor 3%, HCMV antiviral -12, Sm TGR block 5%, AmpC no deterg -19%, AmpC inh detg 3% and FBPA Giardia inh 0%.
`COc1cc(NC(=O)/C=C/c2ccccc2[N+](=O)[O-])cc(OC)c1` gave HCV inhibitor inconclusive, HCMV antiviral 16, Sm TGR block -6%, AmpC no deterg -32%, AmpC inh detg -9% and FBPA Giardia inh -1%.
O=C(Nc1ccccc1N1CCOCC1)c1ccc2ccccc2n1 was read as HCV inhibitor inconclusive, HCMV antiviral 17, Sm TGR block inconclusive, AmpC no deterg -35%, AmpC inh detg inconclusive and FBPA Giardia inh -2%.
`CN(C)S(=O)(=O)c1ccc2nc(NC(=O)c3cccnc3)sc2c1` gave HCV inhibitor -5%, HCMV antiviral 73, Sm TGR block -27%, AmpC inh detg -4% and FBPA Giardia inh 0%.
CCCCNC(=O)Nc1nc2ccc(CC)cc2s1 was read as HCV inhibitor inconclusive, HCMV antiviral -29, Sm TGR block 3%, AmpC no deterg -22%[11.4 µM], AmpC inh detg -9% and FBPA Giardia inh 5%.
Screening Cc1ccc(S(=O)(=O)n2[nH]c(=O)c(CCO)c2C)cc1 returned HCV inhibitor 7%, HCMV antiviral -21, Sm TGR block 1%, AmpC no deterg -4%, AmpC inh detg 1% and FBPA Giardia inh -1%.
`Clc1ccc(-c2nnc(-c3ccccc3)nc2N2CCSCC2)cc1` gave HCV inhibitor -19%, HCMV antiviral -24, Sm TGR block -1%, AmpC no deterg -22%, AmpC inh detg -13% and FBPA Giardia inh -7%.
`Cn1c(=O)n(Cc2ccccc2Cl)c(=O)c2c1nc1n2CCN1c1ccccc1` gave HCMV antiviral -34, Sm TGR block -7% and AmpC inh detg -1%.
Screening O=C(/C=C/c1ccc([N+](=O)[O-])cc1)OCC(=O)N1c2ccccc2Sc2ccccc21 returned HCV inhibitor 13%, HCMV antiviral -29, Sm TGR block -2%, AmpC no deterg -17%, AmpC inh detg -15% and FBPA Giardia inh 1%.
For O=C(COC(=O)CCNS(=O)(=O)c1ccccc1)Nc1ccc(OC(F)F)cc1 the results were HCV inhibitor 20%, HCMV antiviral -5, Sm TGR block -3%, AmpC no deterg -25% and AmpC inh detg -2%.
For COc1cccc(NC(=O)CN(C)C(=O)c2ccc(-n3cncn3)c([N+](=O)[O-])c2)c1 the results were HCV inhibitor 14%, HCMV antiviral 15, Sm TGR block -14%, AmpC no deterg -13% and AmpC inh detg inconclusive.

4 compounds from above, sorted by length of the SMILES, highest first.
Screening O=C(/C=C/c1ccc([N+](=O)[O-])cc1)OCC(=O)N1c2ccccc2Sc2ccccc21 returned HCV inhibitor 13%, HCMV antiviral -29, Sm TGR block -2%, AmpC no deterg -17%, AmpC inh detg -15% and FBPA Giardia inh 1%.
`Cn1c(=O)n(Cc2ccccc2Cl)c(=O)c2c1nc1n2CCN1c1ccccc1` gave HCMV antiviral -34, Sm TGR block -7% and AmpC inh detg -1%.
`CN(C)S(=O)(=O)c1ccc2nc(NC(=O)c3cccnc3)sc2c1` gave HCV inhibitor -5%, HCMV antiviral 73, Sm TGR block -27%, AmpC inh detg -4% and FBPA Giardia inh 0%.
O=C(Nc1ccccc1N1CCOCC1)c1ccc2ccccc2n1 was read as HCV inhibitor inconclusive, HCMV antiviral 17, Sm TGR block inconclusive, AmpC no deterg -35%, AmpC inh detg inconclusive and FBPA Giardia inh -2%.

Further entries.
`CCCOc1ccc(Cc2nc(N)nc(N)n2)cc1` gave HCV inhibitor inconclusive, HCMV antiviral -27, Sm TGR block 1%, AmpC no deterg -9%, AmpC inh detg inconclusive and FBPA Giardia inh 0%.
Screening CC(C)CN(C(=O)CN1CCC(C)CC1)c1c(N)n(CC(C)C)c(=O)[nH]c1=O returned HCV inhibitor 14%, HCMV antiviral -34, Sm TGR block 9%, AmpC no deterg -9%, AmpC inh detg 7% and FBPA Giardia inh -12%.
`CN1CCN(C(=O)/C(=C/c2cccs2)NC(=O)c2ccco2)CC1` gave HCV inhibitor 2%, HCMV antiviral -37, AmpC no deterg -11%, AmpC inh detg inconclusive and FBPA Giardia inh -4%.
`Cc1cccc(NC(=O)Cn2cnc3c(oc4nc5c(cc43)COC(C)(C)C5)c2=O)c1` gave HCV inhibitor 10%, HCMV antiviral -2, Sm TGR block -4%, AmpC no deterg -6%, AmpC inh detg -2% and FBPA Giardia inh 5%.
`COCC(=O)Nc1ccc(C(C)C)cc1` gave HCV inhibitor 2%, HCMV antiviral 12, Sm TGR block 0%, AmpC no deterg -1%, AmpC inh detg 1% and FBPA Giardia inh 3%.
CN(C)C(=O)N1CCN(c2nc(-c3ccccc3)cs2)CC1 was read as HCV inhibitor -12%, HCMV antiviral 53, Sm TGR block -4%, AmpC no deterg 103%[activator], AmpC inh detg 5% and FBPA Giardia inh 1%.
CCOc1ccc(S(=O)(=O)N(CC)CC(=O)NCc2ccccn2)cc1C was read as HCV inhibitor -9%, HCMV antiviral 1, Sm TGR block 4%, AmpC no deterg 57%, AmpC inh detg 0% and FBPA Giardia inh 4%.
`CC(C)(C)OC(=O)NCc1n[nH]c(=S)n1C1CC1` gave HCV inhibitor 24%, HCMV antiviral 22, Sm TGR block 7%, AmpC no deterg -12%, AmpC inh detg 6% and FBPA Giardia inh inconclusive.
CCN1CCN(C(=O)c2ccc3c(c2)N(Cc2cccc(F)c2)C(=O)c2ccccc2S3)CC1 was read as HCMV antiviral -3, Sm TGR block 2% and AmpC inh detg 5%.
Screening O=C(NC1CCCCCCC1)c1cccnc1 returned HCV inhibitor 27%, HCMV antiviral 48, Sm TGR block 9%, AmpC no deterg 96%, AmpC inh detg -15% and FBPA Giardia inh 20%.
For O=c1c(N2CCN(c3cccc(Cl)c3)CC2)csc2ccc(Cl)cc12 the results were HCMV antiviral 36, Sm TGR block 1% and AmpC inh detg 5%.
For COc1cc2c(cc1OC)CN(Cc1cc(=O)n3cc(C)ccc3n1)CC2 the results were HCV inhibitor 19%, HCMV antiviral 0, Sm TGR block inconclusive, AmpC no deterg -2%, AmpC inh detg -15% and FBPA Giardia inh inconclusive.
For CCOCCCNC(=O)c1cc2c(s1)-c1ccccc1SC2 the results were HCV inhibitor -7%, HCMV antiviral 31, Sm TGR block -18%, AmpC no deterg 1%, AmpC inh detg inconclusive and FBPA Giardia inh 11%.
For COc1ccc(-c2cn3nc(N4CCCC(C(=O)Nc5cc(Cl)ccc5OC)C4)sc3n2)cc1 (stereo unspecified) the results were HCMV antiviral 0, Sm TGR block 3% and AmpC inh detg 12%.
`COc1ccccc1CNC(=O)C(NC(=O)Nc1ccccc1)C(C)C` (stereo unspecified) gave HCV inhibitor 6%, HCMV antiviral 37, Sm TGR block -2%, AmpC no deterg 13%, AmpC inh detg -11% and FBPA Giardia inh 12%.
Screening COc1ccc(NC(=S)N(CCCN2CCC(C)CC2)Cc2cccs2)cc1 returned HCV inhibitor inconclusive, HCMV antiviral 27, Sm TGR block 3%, AmpC no deterg 46%, AmpC inh detg 9% and FBPA Giardia inh 13%.
Screening Cc1ccccc1/C=N/Nc1ccc(Cl)nn1 returned HCV inhibitor -22%, HCMV antiviral -18, Sm TGR block 40µM*, AmpC no deterg -32%, AmpC inh detg -7% and FBPA Giardia inh 6%.
O=C(NCC1CCCO1)C1CCN(S(=O)(=O)c2cc(Cl)ccc2Cl)CC1 (stereo unspecified) was read as HCV inhibitor 8%, HCMV antiviral 5, Sm TGR block -7%, AmpC no deterg 26%, AmpC inh detg -14% and FBPA Giardia inh 0%.
`COc1cc2c(cc1NC(=O)CSc1ccccn1)oc1ccccc12` gave HCV inhibitor inconclusive, HCMV antiviral 0, Sm TGR block -10%, AmpC no deterg -17%, AmpC inh detg -1% and FBPA Giardia inh -2%.
For Cc1cc(S(=O)(=O)NC(C)c2nnc3ccccn23)ccc1Br (stereo unspecified) the results were HCV inhibitor 4%, HCMV antiviral 17 and AmpC no deterg -8%.
